# Compound activity (PubChem)
# MC4R antag cAMP – MC4R antagonists of cAMP signaling, primary screen, cell-based, TR-FRET, antagonist arm of biased-ligand search | AID 540295, 2011 | inhibition, % at 6.5 µM | 360,000 compounds, 0.48% hits | MC4R-expressing cells, MTII-stimulated cAMP, LANCE TR-FRET;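 active = inhibition above its plate's cutoff, the mean of tested wells on that plate plus 3 SD, cut at about 29% in these data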;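 note: 0% = Melanotan II alone and 100% = Melanotan II plus saturating MCL0020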
# Target sequence (P32245 whole entry, looked up): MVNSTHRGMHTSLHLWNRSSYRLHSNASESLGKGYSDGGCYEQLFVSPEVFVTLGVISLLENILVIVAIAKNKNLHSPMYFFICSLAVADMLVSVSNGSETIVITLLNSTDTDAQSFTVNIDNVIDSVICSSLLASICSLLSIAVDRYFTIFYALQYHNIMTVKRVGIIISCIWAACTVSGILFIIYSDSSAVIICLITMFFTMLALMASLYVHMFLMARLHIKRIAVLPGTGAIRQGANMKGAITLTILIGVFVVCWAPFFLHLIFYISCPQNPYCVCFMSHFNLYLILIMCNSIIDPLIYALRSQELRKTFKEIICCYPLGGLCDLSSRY
#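 Assay system: human MC4R-expressing U2OS cells; reagent: Melanotan II stimulation of cells; dosing: 6.5 µM single dose; timing: compound 30 min, challenge 1 h, detection 1 h; signal: TR-FRET cAMP assay; replicates: one well per compound, no replicates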
# SRC3 inh – SRC3 coactivator transcriptional activity inhibitors, primary screen, cell-based, luminescence; Nuclear receptor coactivator 3 (Homo sapiens), Q9Y6Q9; HEK293 GAL4-SRC3 luciferase reporter; inhibition, % at 3.6 µM; 360,000 compounds, 0.17% hits; AID 588352, 2011;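 active = inhibition above a per-campaign cutoff, the mean of all compounds plus 3 SD, cut at about 60% in these data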;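 note: 0% = DMSO-treated cells and 100% = gossypol-treated cells at 36 µM; higher means less SRC3-driven luciferase light from the GAL4 reporter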
# NR2F2 inh – NR2F2 transcriptional activity inhibitors, primary screen, cell-based, luciferase reporter, HEK293T, luminescence; AID 686940, 2013; HEK293T NGFI-A luciferase reporter; 370,000 compounds, 0.7% hits; COUP transcription factor 2 (Homo sapiens), P24468; inhibition, % at 8.6 µM;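 active = inhibition above a per-plate cutoff, mean inhibition of test wells between control levels plus 3 SD, cut at about 38% in these data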;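 note: cells cotransfected with COUP-TFII expression vector driving the NGFI-A reporter; 0% = median of COUP-TF2 test wells and 100% = reporter-only cells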
# Target sequence (P24468 whole entry, looked up): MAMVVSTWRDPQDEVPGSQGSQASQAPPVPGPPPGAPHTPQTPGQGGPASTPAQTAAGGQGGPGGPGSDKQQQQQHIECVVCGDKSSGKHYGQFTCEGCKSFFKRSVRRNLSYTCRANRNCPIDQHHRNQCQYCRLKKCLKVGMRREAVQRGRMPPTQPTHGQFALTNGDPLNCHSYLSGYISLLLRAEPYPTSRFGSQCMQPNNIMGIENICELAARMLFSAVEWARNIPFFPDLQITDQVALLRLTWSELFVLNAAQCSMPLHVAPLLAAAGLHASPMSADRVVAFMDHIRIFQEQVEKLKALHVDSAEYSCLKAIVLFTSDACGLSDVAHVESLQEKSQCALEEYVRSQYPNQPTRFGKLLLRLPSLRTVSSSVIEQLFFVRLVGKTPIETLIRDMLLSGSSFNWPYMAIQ
# NOD2-RIPK2 inh – NOD2-RIPK2 binding disruptors in cells, primary screen, fluorescence, CHO cells, BLA complementation | Receptor-interacting serine/threonine-protein kinase 2 (Homo sapiens), O43353 | CCF4 ratio | inhibition, % at 4.98 µM | 360,000 compounds, 0.38% hits | AID 624267, 2012; in the data active = inhibition above about 21%;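 note: 0% = vehicle only and 100% = reference blocker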
# MC4R barr agon – MC4R agonists recruiting beta-arrestin, primary screen, cell-based, luminescence, agonist arm of biased-ligand search. Melanocortin receptor 4 (Homo sapiens), P32245. U2OS MC4R beta-arrestin complementation; percent of melanotan II response, DMSO zero. activation, % at 8.9 µM. 360,000 compounds, 0.98% hits. AID 540308, 2011;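 active = activation above a per-plate cutoff, the mean activation of sample wells on that plate plus 3 SD, cut at about 8% in these data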
# NCOA2 inhibitor – inhibition of GAL4-SRC2 driven luciferase reporter, primary screen, SRC2 inhibitor project, cell-based, luminescence. HEK293 GAL4-SRC2 luciferase reporter. 370,000 compounds, 0.17% hits. inhibition, % at 9 µM. Nuclear receptor coactivator 2 (Homo sapiens), Q15596;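 active = inhibition above the mean inhibition of all tested compounds plus 3 SD, set per campaign, cut at about 52% in these data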;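 note: 0% = DMSO treated cells and 100% = cells given Gossypol at 36 µM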
# TLR9-MyD88 inh – inhibitors of TLR9-MyD88 association in cells, primary screen, cell-based, CHO, BLA complementation, fluorescence | CCF4 FRET ratio | inhibition, % at 4.98 µM | 340,000 compounds, 0.21% hits | AID 504734, 2011;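 active = inhibition above the mean over all tested compounds plus 3 SD, cut at about 21% in these data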;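 note: 0% = DMSO only wells and 100% = clavulanate BLA inhibitor control wells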
# NCOA1 inh – SRC1 coactivator transcriptional activity inhibitors, primary screen, cell-based, luminescence. Nuclear receptor coactivator 1 (Homo sapiens), Q15788. HEK293 GAL4-SRC1 luciferase reporter. inhibition, % at 3.6 µM. 360,000 compounds, 0.12% hits;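 active = inhibition above the campaign mean plus 3 SD, with each screening campaign given its own cutoff, cut at about 60% in these data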;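 note: 0% = DMSO treated cells and 100% = gossypol at 36 µM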
# NR5A2 inv ag – LRH-1 (NR5A2) inverse agonists, primary screen, cell-based, luminescence, HEK293T, StAR-luciferase reporter. Nuclear receptor subfamily 5 group A member 2 (Homo sapiens), O00482. LRH-1 transfected, 24 h. inhibition, % at 3.6 µM. 360,000 compounds, 0.13% hits;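 active = inhibition above the mean inhibition of all tested compounds plus 3 SD, cut at about 73% in these data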;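 note: 0% = DMSO wells and 100% = reporter-only cells lacking LRH-1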
# ABHD5-PLIN5 inh – ABHD5-PLIN5 interaction inhibitors, primary screen, cell lysate, split luciferase complementation, luminescence; Perilipin-5 (Homo sapiens) + 1-acylglycerol-3-phosphate O-acyltransferase ABHD5 (Homo …; inhibition, % at 4 µM; AID 602281, 2012; 360,000 compounds, 0.78% hits; Split G. princeps luciferase complementation, 4 h;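 active = inhibition above the mean inhibition across every tested compound plus 3 SD, cut at about 22% in these data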;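 note: 0% = DMSO only wells and the 100% control is not disclosed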
# LMP1 NFkB inh – EBV LMP1-driven NF-kappaB luciferase reporter inhibitors, primary screen, cell-based, luminescence, single point | LMP1-induced NF-kappaB luciferase reporter cells | inhibition, % at 12.5 µM | 350,000 compounds, 0.69% hits | AID 504558, 2011; in the data active = inhibition above about 41%;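 note: 0% = neutral control wells and 100% = reference inhibitor control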
# * marks the source's active call; other numbers are inactive results; nt = not tested or not shown. Some of the compounds tested (hit frequency here may not be typical).
SMILES,MC4R antag cAMP,SRC3 inh,NR2F2 inh,NOD2-RIPK2 inh,MC4R barr agon,NCOA2 inhibitor,TLR9-MyD88 inh,NCOA1 inh,NR5A2 inv ag,ABHD5-PLIN5 inh,LMP1 NFkB inh
Cc1nc2ccccc2n2c(O)c(CC(=O)O)cc12,-30,6,10,11,8.3*,8,9,-22,20,4,1
Cc1cccc(N2CCN(C(=O)c3ccc4c(c3)CCN4S(C)(=O)=O)CC2)c1C,9,13,17,-6,-1.3,9,3,8,-3,6,0
O=C(NC(Cc1ccc(O)cc1)C(=O)N=Nc1c(O)[nH]c2ccccc12)c1ccccc1 (stereo unspecified),0,-1,5,-10,-1.9,7,-4,2,3,-3,-2
CCCCn1c(N)c(N(CC)C(=O)C2CCN(C(=O)c3ccccc3C)CC2)c(=O)[nH]c1=O,3,-5,13,6,-1.6,16,-5,0,-11,-1,-3
CC(=O)Nc1ccc(NC(=O)c2c(C)c(-c3ccccc3)nc3ccccc23)cc1,-5,9,-16,-8,1.1,-6,-2,17,15,2,2
COc1cc(C(C(=O)NC2CCCCC2)N(C(=O)c2cnccn2)c2ccccc2)cc(OC)c1OC (stereo unspecified),1,20,-11,-3,-1.1,-10,-5,10,7,6,3
CC[C@@H]1CC2=C(C(=O)OC(C)(C)O2)[C@@H](c2ccc(Cl)cc2)O1,nt,nt,3,-12,nt,-45,nt,nt,5,4,nt
C=C(C)CNc1cc(S(=O)(=O)N2CCOCC2)ccc1Oc1ccccc1,-8,-7,14,-2,-2.4,-8,-4,-30,-14,0,-7
O=[N+]([O-])c1cc2no[n+]([O-])c2cc1N1CCCCC1,21,-6,4,8,-0.9,7,-10,-14,-13,-12,-76
CCCC(=O)c1ccc(N2CCN(C(=O)OCC)CC2)c(F)c1,-1,-3,-2,10,-1.1,15,-2,0,4,1,5
Cc1ccc(C2CC(c3ccccc3)n3ncnc3N2)cc1 (stereo unspecified),8,2,-17,-5,0.5,-29,5,15,27,7,-9
CCOC(=O)c1cccc(NC(=O)Nc2ccc(OCC)cc2)c1,28,-56,-31,-3,5.8,1,14,-72,-87,-9,-2
Oc1[nH]c2ccccc2c1N=Nc1ccc(F)cc1,4,-83,-33,6,0.2,-44,12,-104,-83,1,-75
CCOc1ccc(C(=O)OCC(=O)NCc2ccco2)cc1OCC,-1,-10,3,-14,-1.5,-17,-2,-9,0,7,0
COC(=O)C[C@@H]1C=C[C@@H](NC(=O)C2CCC2)[C@@H](CO)O1,nt,nt,11,-2,nt,-51,nt,nt,-10,0,nt
CC(=O)NC(=S)NNC(=O)c1ccc(Br)cc1,21,-5,-7,5,-0.3,-2,-7,5,0,-3,-14
CCN(CC(=O)Nc1ccc(C(C)=O)cc1)CC(=O)Nc1cccc(OC)c1,10,16,-9,-2,-1.6,-2,-5,-16,-10,0,-4
CC(=O)/C(C(=N)N1CCN(Cc2ccccc2)CC1)=C(\C)O,5,-20,4,-13,0.0,-6,0,-2,-1,1,-4
CC(=O)OCC[C@H](NS(=O)(=O)OCC(Cl)(Cl)Cl)c1ccccc1,11,-12,-9,-5,0.3,2,0,-3,-9,-8,8
CCCCNC(=O)C1(C)CCC(=O)N1CCCn1ccnc1 (stereo unspecified),nt,-18,9,-6,nt,-15,nt,15,6,9,nt
CC1(C)CCC(=O)N(c2ccccc2)C1=O,7,15,3,-5,2.8,4,-7,3,-14,0,-2
COc1ccc(NC(=O)Nc2cccc([N+](=O)[O-])c2)cc1Cl,5,-14,-28,0,-1.7,-7,-7,-27,-48,4,-3
CCN(CC)C(=O)/C(=C\c1ccc(Br)cc1)NC(=O)c1ccccc1OC,-1,12,-6,-1,1.1,-6,4,8,4,6,-14
CC(=O)C1=C(C)N=c2s/c(=C/c3ccc4c(c3)OCO4)c(=O)n2C1c1ccc(N(C)C)cc1 (stereo unspecified),3,1,-10,-2,-0.1,-12,-1,-8,-7,-4,-5
CCOC(=O)c1cnc(SCC(=O)c2ccccc2)nc1N,-8,-75,-45,-2,-2.5,-75,-1,-68,-140,-3,-37
O=C(Nc1cccc(C(F)(F)F)c1)c1cnccn1,2,-14,1,-2,0.8,-25,nt,5,-3,-1,1
Cc1ccc(C)c(OC(C)C(=O)Nc2ccc(S(=O)(=O)Nc3nccs3)cc2)c1 (stereo unspecified),3,-9,2,-9,-1.6,5,2,2,-43,-21,1
COc1cc(CCCN2C(N)=NC[C@@H]2Cc2ccc(O)cc2)cc(OC)c1OC,0,-3,-2,1,-0.9,6,2,-9,11,12,0
O=C(c1ccco1)N1CCN(C(=O)N2CCOCC2)CC1,1,0,-25,-2,-1.6,19,4,3,8,2,7
CN(C)c1ccc(C(=S)N2CCN(S(=O)(=O)c3ccccc3)CC2)cc1,8,9,1,4,-2.6,4,-18,9,8,-4,-8
O=C(c1ccccn1)N1CCN(S(=O)(=O)c2cccc(Br)c2)CC1,3,1,8,-7,-1.6,-18,-1,-4,0,-4,-1
N/C(=N\OC(=O)COc1ccccc1)c1cccnc1,6,-6,-30,-6,-2.3,-34,-4,-30,-18,0,-16
COc1ccc(-c2nc(N)n(C(=O)c3ccc(C)cc3)n2)cc1,22,4,-4,2,4.4,-19,-4,-3,-6,4,7
Cc1cccc(C)c1NC(=O)C1(C)CN(S(C)(=O)=O)CC(=O)N1CCc1ccc(O)cc1 (stereo unspecified),nt,nt,-15,-2,nt,-5,nt,nt,12,4,nt
O=C(NC1(C(F)(F)F)N=C(c2ccccc2)NC1=O)c1ccccc1 (stereo unspecified),13,3,0,-13,-0.2,-15,7,10,13,0,7
Cc1cc(C)cc(C(=O)NC2CC(C)(C)NC(C)(C)C2)c1,7,-9,1,1,1.0,-3,-4,-17,-11,5,9
C=CCc1cc(OC)ccc1OCCON1C(=O)CCC1=O,-7,1,5,2,-1.2,-37,-4,0,-18,-2,7
CCCCN(NC(C)=O)c1nc(Cl)nc(NC(C)C)n1,-3,7,0,0,0.7,5,-8,-2,-7,4,-5
CCc1ccccc1NC(=O)CN(C)S(=O)(=O)c1ccc(-c2ccc(=O)[nH]n2)s1,1,-20,-8,0,-1.4,8,-13,-78,8,4,-12
NC(=O)c1ccsc1NC(=O)c1ccc([N+](=O)[O-])o1,-2,-64,-6,2,-3.5,-9,0,-10,28,-5,-13
CC(=O)Nc1ccc(S(=O)(=O)N(C)c2ccc(OCC(=O)OCC(=O)Nc3ccc(OC(F)F)cc3)cc2)cc1,-23,-5,10,-3,-2.9,11,-3,-3,17,0,-3
O=C(NC12CC3CC(CC(C3)C1)C2)c1ccc(-c2ccc(Cl)cc2)o1,9,-41,-7,-1,-0.4,-4,11,-63,-42,2,-49
O=S(=O)(Cc1ccccc1Cl)N1CCCCC1,0,8,-6,-2,0.2,-2,-2,-12,14,6,-12
Clc1ccccc1N=C1SCCS1,0,23,-6,2,0.1,-35,nt,5,-4,1,nt
COC(=O)c1sc2cc(C(F)(F)F)cnc2c1-c1ccccc1,11,3,15,6,-0.7,-14,0,-12,2,-1,2
C[C@]12c3[nH]c4ccccc4c3CCN1C(=O)C(CC(=O)NCCN1CCOCC1)C[C@@H]2C(=O)N1CCOCC1 (stereo partly specified),5,-4,-6,2,-0.5,10,5,-1,-11,5,6
C[C@@H]1CCC(=O)N(C[C@@H](C)CC#N)CC1,10,3,-25,-2,-0.5,-6,2,-2,-14,3,9
COc1ccc(N2CCN(C(c3ccccc3)c3sc4nc(C)nn4c3O)CC2)cc1 (stereo unspecified),11,-6,11,-1,-0.7,7,-6,6,11,-2,3
CC(C)(C)NC(=O)COc1ccc(CNCc2ccccn2)cc1,2,-8,-7,-3,3.0,2,-3,-10,1,-5,0
O=C(CN(Cc1ccccc1)C1=NCCS1)c1ccccc1,-5,13,0,-4,-1.1,-2,3,-23,12,-3,-11
# Next part:
SMILES,MC4R antag cAMP,SRC3 inh,NR2F2 inh,NOD2-RIPK2 inh,MC4R barr agon,NCOA2 inhibitor,TLR9-MyD88 inh,NCOA1 inh,NR5A2 inv ag,ABHD5-PLIN5 inh,LMP1 NFkB inh
Cn1c(NC(=O)c2ccccc2C(F)(F)F)cc(=O)n(C)c1=O,1,5,-12,-8,-0.2,-5,1,-20,-15,-6,-1
CCOC(=O)CC1C(=O)NCCN1C(=O)c1ccc(Cl)c(Cl)c1 (stereo unspecified),4,13,-9,-5,0.0,-6,6,15,-8,0,6
Cc1ccccc1N(C(=O)c1snc(C(N)=O)c1N)C(C(=O)NC1CCCCC1)c1ccc(O)cc1 (stereo unspecified),22,-7,-5,1,-1.4,13,6,-9,-6,-11,41*
CCNC(=O)CN(c1ccc(F)cc1)S(=O)(=O)c1ccc2c(c1)OCCO2,1,-13,0,-10,-0.7,15,-1,-17,16,3,-6
CCc1ccccc1NC(=O)CCS(=O)(=O)c1ccc(OC)cc1,-4,-5,12,2,-0.3,-13,-1,-12,15,1,4
Cn1ncc2c(O/N=C(\N)c3ccc(C(F)(F)F)cc3)ncnc21,3,35,0,4,8.1,-24,-12,-8,22,6,-11
O=C(CN1CCN(S(=O)(=O)c2ccc(Br)cc2)CC1)N/N=C/c1ccco1,3,5,11,-2,-0.5,-6,8,-15,4,3,2
COc1ccc(Oc2c(C)oc3cc(OC(=O)N4CCOCC4)ccc3c2=O)cc1,1,4,5,-3,-0.2,8,0,-6,5,8,3
O=C(c1ccc(F)c(S(=O)(=O)N2CCOCC2)c1)N1CCN(c2ccc(F)cc2)CC1,10,-4,-2,1,-1.2,12,-7,1,6,0,-2
Cc1ccc(C(=O)NC(=C(Cl)Cl)S(=O)(=O)c2ccc(C)cc2)cc1,1,25,4,-4,-2.7,31,-16,-22,26,-2,-21
CC(C)NC(=O)CN1CCN(Cc2nc(-c3cccs3)no2)CC1,-2,19,-10,6,-3.2,22,1,4,19,-1,-2
Cc1ccsc1C(=O)N1CCc2ccccc2C1,4,-31,-4,-9,1.1,-41,-8,-50,-17,3,2
